TDP1 block: blocks human tyrosyl-DNA phosphodiesterase 1; recombinant TDP1, AlphaScreen DNA substrate cleavage; Q9NUW8; Potency, µM (doses to about 130 µM), inactives show at the highest dose activity change, negative = inhibition, most hits filed as inhibitors; 350,000 tested, 0.28% active; further: nearly all actives have a fitted effect of over 40% in size
Target sequence (Q9NUW8 whole entry, looked up): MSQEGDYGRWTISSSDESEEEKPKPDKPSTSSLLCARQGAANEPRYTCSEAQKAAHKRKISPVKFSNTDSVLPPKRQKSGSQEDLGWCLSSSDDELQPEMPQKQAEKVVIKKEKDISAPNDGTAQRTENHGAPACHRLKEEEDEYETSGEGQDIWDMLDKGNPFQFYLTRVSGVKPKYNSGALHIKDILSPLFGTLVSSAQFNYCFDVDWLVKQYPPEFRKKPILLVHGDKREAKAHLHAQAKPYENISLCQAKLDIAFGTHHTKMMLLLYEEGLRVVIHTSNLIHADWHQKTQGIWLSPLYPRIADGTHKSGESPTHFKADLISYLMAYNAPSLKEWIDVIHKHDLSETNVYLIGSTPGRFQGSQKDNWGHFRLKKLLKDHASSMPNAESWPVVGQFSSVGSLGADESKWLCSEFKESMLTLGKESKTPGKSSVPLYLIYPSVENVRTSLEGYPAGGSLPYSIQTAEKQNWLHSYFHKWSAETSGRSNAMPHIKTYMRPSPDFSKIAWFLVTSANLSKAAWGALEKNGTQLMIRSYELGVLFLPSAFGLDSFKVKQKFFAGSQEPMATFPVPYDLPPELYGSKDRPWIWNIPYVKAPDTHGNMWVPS
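Compounds were preincubated with Tdp1 (1 nM final) for 15 min at room temperature before substrate (15 nM final) started a 5 min reaction; beads (10 ug/ml final) were then added for 10 min before AlphaScreen detection.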
TDP1 cell noCPT: qHTS for Inhibitors of human tyrosyl-DNA phosphodiesterase 1 (TDP1): qHTS in cells in absence of CPT. DT40 Tdp1-/- hTDP1 cells, no CPT, ATP luminescence, 48 h. Potency, µM (top dose mostly 46.2 µM), for inactives: at the top dose activity change, negative = growth inhibition, actives largely listed as inhibitors. 420,000 tested, 15% active; further: nearly all actives have a fitted effect of over 55% in size
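Readout: luminescence from CellTiter-Glo after 30 min in the dark at RT. Cells: DT40 Tdp1-/- with stable hTDP1, 400/well. Exposure: compounds alone, ≥48 hr, 37 °C.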
GCN5L2 inh: inhibitors of human GCN5L2 histone acetyltransferase; 390,000 tested, 0.21% active; Potency, µM (doses to about 58.9 µM), without a hit: top-dose activity change, negative = inhibition, hits mostly inhibitors; GCN5L2 HAT assay, ThioGlo1 CoA-SH fluorescence; Q92830; AID 504327
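qHTS, 1536-well. 20nM enzyme, pH 7.5 HEPES/EDTA/Tween-20 buffer; 15 min compound preinc., RT. Start: 75uM H3(1-25), 70uM AcCoA, 50uM ThioGlo1. Read Ex340/Em540 at t=0 (autofluorescence flag) and t=20 min.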
Active calls of the source: *; ? = inconclusive; / = not tested or not shown; & = joins results of further samples; [ ] = dose if it differs, or a comment. The call rests on the fitted dose curve; in most records, active means well fitted curve in the direction sought with a large enough effect; inconclusive means small, poorly fitted or top-dose-only effect, or another doubt; inactive means no such curve, though single readings can be large; an effect the other way counts as inactive or inconclusive. On the % scale 0 is the no-effect control and ±100 the full control effect; potency means the concentration at half of the fitted maximal effect.

Start of the listing, in advance (2 entries):
Sequence of screens – TDP1 block | TDP1 cell noCPT | GCN5L2 inh
- Cc1sc2ncn(CC(=O)NCCCN3CCC(C)CC3)c(=O)c2c1S(=O)(=O)N1CCC(C)CC1
 : 0% | -1% | -2%
- CCn1c(CSCc2ccc(C)cc2)n[nH]c1=S
 : / | ? | -1%

The list itself, from the start:
Sequence of screens – TDP1 block | TDP1 cell noCPT | GCN5L2 inh
- Cc1sc2ncn(CC(=O)NCCCN3CCC(C)CC3)c(=O)c2c1S(=O)(=O)N1CCC(C)CC1
 : 0% | -1% | -2%
- CCn1c(CSCc2ccc(C)cc2)n[nH]c1=S
 : / | ? | -1%
- CCOc1cc(S(=O)(=O)NCCCn2ccnc2)ccc1Cl
 : / | -16% | 1%
- Cc1ccc2c(c1)-n1c(nc3ccc(Cl)cc3c1=O)C(CC(C)C)NC2=O (centres undefined)
 : 0% | / | 2%
- COc1ccccc1C(=O)NNC(=O)c1cccc(F)c1
 : -5% | -14% | -4%
- COc1cc(OC)c(NS(=O)(=O)c2cc(Br)cnc2N)cc1Cl
 : 5% | -2% | -4%
- O=C(O)C1CCC(=O)N(C2CCCCC2)C1c1ccccc1 (centres undefined)
 : 8% | -15% | -1%
- O=C1c2ccccc2C(=O)N1c1ccc(S(=O)(=O)N2CCOCC2)c2ccccc12
 : 2% | -12% | /
- O=C(Nc1cccnc1)C1CC(=O)N(c2ccc(F)cc2)C1 (centres undefined)
 : -2%[0.0935 µM] | -21% | 0%
- Cc1ccc(S(=O)(=O)N2CCN(Cc3cc(=O)n4ccccc4n3)CC2)cc1C
 : 0% | -14% | -3%
- COc1cccc(CSc2nnc(CSc3nc4nc(C)cc(C)n4n3)s2)c1
 : 2% | ? | -3%
- O=c1oc2ccccc2cc1-c1csc(Nc2ccc(O)cc2)n1
 : 1% | 8.2µM* | -12%
- CCO[C@H]1OC(C(=O)N2CCOCC2)=C[C@@H](c2cn(C(C)=O)c3ccccc23)[C@@H]1CCCO
 : 0% | -20% | -4%
- CC(=O)c1ccc(Oc2ncnc3sccc23)cc1
 : 5% | -22% | ?
- O=C(COc1ccc(S(=O)(=O)N2CCOCC2)cc1)N1CCCCCC1
 : -3% | -16% | -7%
- CC(OC(=O)c1nsc(Cl)c1Cl)C(=O)NC1CCCCC1 (centres undefined)
 : / | -1% | 0%
- COc1ccc(-c2[nH]c(-c3ccc(C)cc3)nc2SCC(=O)Nc2nccs2)cc1
 : 8% | ? | -12%
- O=C(Cc1ccccc1)NCC(=O)N/N=C/c1cccs1
 : -3% | 9% | -5%
- O=C(COc1cccc2cccnc12)NCc1cccs1
 : 3% | -26% | -18%
- O=C(NCC1CCCO1)c1nn2c(C(F)(F)F)cc(-c3cccs3)nc2c1Cl (centres undefined)
 : 11% | -15% | 0%
- O=C(c1cc(C(=O)N2CCOCC2)c2nc3ccccc3n2c1)c1ccccc1O
 : 11% | ? | -10%
- O=C(COC(=O)C1CC1)NCCc1ccc(Cl)cc1
 : -5% | -6% | -4%
- CCOC(=O)CN(C(=O)CNC(=O)c1ccco1)C(C(=O)NC1CCCCC1)c1cccs1 (centres undefined)
 : -2% | ? | -2%
- Cc1nn2c(-c3ccncc3)ccnc2c1Cl
 : -3% | 11% | -11%
- CCOc1ccc(C2CC(=O)n3nc(C45CC6CC(CC(C6)C4)C5)nc3S2)cc1OC (centres undefined)
 : 7% | -21% | -4%
- Cn1cccc1C(=O)N1CCC2(CCCN(Cc3ccncc3)C2)CC1
 : / | -28% | 4%
- COc1ccccc1N1CCN(C(=O)c2oc3ccc(F)cc3c2C)CC1
 : -1% | 16µM* | -9%
- CC1=CC(=O)OC1Cc1ccc2ccccc2n1 (centres undefined)
 : -4% | ? | /
- CCOC(=O)C(C)Oc1cccc2c(=O)n(CC(=O)Nc3ccc4c(c3)OCCO4)ccc12 (centres undefined)
 : -1% | -24% | -14%&-6%
- Cc1cccc(CCNC(=O)C2CCCN(S(=O)(=O)c3cccc4nsnc34)C2)c1 (centres undefined)
 : 6% | ? | -9%
- CCOC(=O)Cc1csc(SCC(=O)Nc2cccc(Cl)c2)n1
 : 2% | 15µM* | 0%
- O=C(Nc1cccc(OC(=O)c2cccnc2)c1)c1cccnc1
 : 3% | 10µM* | -16%
- CCN(CC)C(=O)Cn1c(=O)n(CCCC(=O)NCc2ccc3c(c2)OCO3)c(=O)c2sccc21
 : 13% | -5% | -7%
- O=C(NCCc1ccccc1)C1CCC(=O)N1C1CCCC1 (centres undefined)
 : / | 2% | -1%
- COc1cc(C2C(C#N)=C(N)Oc3n[nH]c(C)c32)cc2c1OCO2 (centres undefined)
 : 7% | -11% | -3%
- Cc1ccc(S(=O)(=O)N2CCC(=O)N(CCOCc3ccc(C(F)(F)F)cc3)CC2)cc1
 : 4%&0% | 8.2µM* | -11%&-5%
- CCCS(=O)(=O)C(=C(Nc1ccc(OC)cc1)Nc1ccc(OC)cc1)S(=O)(=O)CCC
 : 3% | ? | 1%
- CCOC(=O)Oc1ccc2oc(C)c(C(=O)OCCOC)c2c1
 : -2% | -7% | 4%
- CCNC(=O)COC(=O)c1cc(-c2ccc(OC)cc2)nc2ccccc12
 : -1% | ? | 17%
- O=C1CCCc2c1cc(C(=O)Nc1ccc(Br)cn1)c(=O)n2-c1ccccc1
 : 7% | -28% | -9%
- CCn1c(SCc2ccc(Cl)cc2)nnc1-c1ccccc1
 : 4% | ? | 1%
- NC(N)=NN=C1c2ccccc2-c2ccccc21
 : / | ? | -9%
- CC(C)[C@H](NC(=O)[C@@H]1Cc2c([nH]c3ccccc23)C2c3ccccc3C(=O)N21)C(=O)N1CCC[C@@H]1C(=O)O (some centres undefined)
 : / | -30% | -4%
- Cc1cccn2c(=O)c3cc(C(=O)NCCCn4ccnc4)n(C)c3nc12
 : 2% | ? | -15%
- Cc1ccc(-c2csc(-c3c[nH]c4ccccc34)n2)c(C)c1
 : 8% | ? | -6%
- Cc1nn(Cc2ccccc2)c2c1C(c1cccnc1)C(C#N)=C(N)O2 (centres undefined)
 : 6% | ? | -19%
- CCc1ccc(N2CC(C(=O)Nc3ccc(F)cc3)CC2=O)cc1 (centres undefined)
 : -3% | -19% | -5%
- CCc1cccc(C)c1NC(=O)c1cc(S(=O)(=O)N(Cc2ccc(C(=O)OC)cc2)Cc2ccc(OC)c(OC)c2)ccc1F
 : 10% | ? | 2%
- Cc1cc(NCCc2ccc(Cl)cc2)n2ncnc2n1
 : -2% | ? | -6%
- COc1ccc(N2CCN(S(=O)(=O)c3ccc(C(=O)NCc4ccco4)cc3)CC2)cc1
 : 2% | -6% | -5%
- CCOC(=O)CSc1cc(C)c(C#N)c2nc3ccccc3n12
 : 3% | 23µM* | -14%
- CC(C)(C)c1ccc(-c2nnc(SCC(=O)c3ccc4c(c3)OCCO4)o2)cc1
 : -4% | ? | -3%
- O=C(NCc1ccc(F)cc1)c1ccc(CSCc2cccc(Cl)c2)o1
 : 0% | 21µM* | -3%
- COCCN(CC1CCCN(C2Cc3ccccc3C2)C1)C(=O)c1cccs1 (centres undefined)
 : 6% | ? | -3%
- CCCCC/C=C\C/C=C\C/C=C\C/C=C\CCCCCC(=O)O
 : 7%&5% | -9%[4.12 µM] | -7%
- COC(=O)c1ccccc1SC1CC(=O)N(c2cccc(C)c2)C1=O (centres undefined)
 : -3% | 8.2µM* | -1%
- CCOc1ccc(NC(=O)CN(C)Cc2ccc3c(c2)OCO3)cc1S(=O)(=O)N1CCCC1
 : 5% | ? | -4%
- CCOC(=O)N1CCN(CC(O)COCc2cc(OC)c(OC)c(OC)c2)CC1 (centres undefined)
 : 3% | 0% | -7%
- CC(C)=CCc1c(O)cc2oc3c(CC=C(C)C)c(O)c(O)c(CC=C(C)C)c3c(=O)c2c1O
 : / | 21µM* | -25%
- Cc1ccc(C(=O)C(C)OC(=O)C2CC(=O)N(C3CCCCC3)C2)cc1 (centres undefined)
 : 3% | -1% | -3%

(list continues)
smiles	TDP1 block	TDP1 cell noCPT	GCN5L2 inh
CCN(CC)S(=O)(=O)c1ccc(Cl)c(NC(=O)CCCCl)c1	6%	-11%	-11%
COc1ccc(OC)c(-c2c(C#N)c(N)nc3c2c(=O)nc2sccn23)c1	0%	-29%	-12%
O=C(CN1CCN(S(=O)(=O)c2ccc3ccccc3c2)CC1)Nc1ccc(N2CCOCC2)cc1	5%	-9%	-8%
OCc1cn(-c2ccccc2)nc1-c1ccc(Br)cc1	/	-1%	-7%
Cc1ccc(S(=O)(=O)NCc2ccc(C(=O)NC3CC3)cc2)cc1	5%	2%	0%
FC(F)(F)c1ccccc1/C=N/Nc1ccccn1	5%	?	-5%
COc1ccc2oc(=O)c(C(=O)N3c4ccccc4CC3C)cc2c1 (centres undefined)	-3%	-6%	-3%
Nc1cc(N)cc(C(=O)Nc2ccc3c(c2)C(=O)NC3=O)c1	/	3%	-5%
COc1ccc(OC)c(NC(=O)CC(Cc2ccccc2OC)C(=O)O)c1 (centres undefined)	0%	11µM*	?
Cc1nnc(SCC(=O)N2CCCC(C(=O)c3ccc(Cl)cc3)C2)o1 (centres undefined)	-1%	-8%	2%
CCOC(=O)C1=C(C)OC(N)=C(C#N)C1c1cccs1 (centres undefined)	4%	?	-2%
Cn1cnc(S(=O)(=O)N2CCC(C(=O)N3CCN(c4ccc(Cl)cc4)CC3)CC2)c1	-1%	-25%	-1%
Cc1cc(C)cc(NC(=O)C2CCCN2C(=O)NC2CCCCC2)c1 (centres undefined)	7%	-12%	-6%
CCC12CN(C(=O)c3ccc(OC)cc3)CC(CC)(CN(C(=O)c3ccc(OC)cc3)C1)C2=O	8%	-3%	-5%
N#CN=C1SCCS1	-2%	15µM*	-4%
CNS(=O)(=O)c1cccc(C(=O)OCC(=O)N2CC(C)OC(C)C2)c1 (centres undefined)	-6%	3%	1%
CCN(Cc1ccccc1)S(=O)(=O)CCNC(=O)c1ccc(OC)cc1	/	-27%	-6%
Cc1csc2nc(O)c(C(=O)NC3CCCCCC3)c(=O)n12	6%	5.2µM*	0%
O=C(NC1CCCC1)c1cc(Nc2cccc(C(F)(F)F)c2)nc2ccccc12	-4%	?	-14%
O=C(Cc1ccc(N2CCNC2=O)cc1)N1CCCC(Nc2ccc(F)c(F)c2)C1 (centres undefined)	5%	3.7µM*	-13%
COc1ccc(NC(=O)CSc2nnc(-c3nonc3NC(C)=O)n2C)cc1Cl	-1%	?	-1%
CC1CN(C(=S)SCCN2C(=O)CCC2=O)CC(C)O1 (centres undefined)	0%	0%	?
C=C(C)C(=O)N1CC2(CC(c3cccc(NC(=O)CC(c4ccccc4)c4ccccc4)c3)=NO2)C[C@H]1C(N)=O (some centres undefined)	2%	-13%	53%[activator]
CCC(=O)Oc1ccc(C(CC)C(CC)c2ccc(OC(=O)CC)cc2)cc1 (centres undefined)	-5%	?	0%
COc1ccc(OC)c(S(=O)(=O)N2CCC(C(=O)N(C)Cc3ccccc3)CC2)c1	/	?	-1%
CCCSc1nnc2n(-c3ccccc3OC)c(=O)c3c4c(sc3n12)CCC4	1%	?	-3%
COc1cc(C(CC(=O)N2CCCC2)c2c(OC)cc(OC)c3ccc(=O)oc23)cc(OC)c1OC (centres undefined)	/	-25%	-5%
CC(C)[C@H](NC(=O)c1ccccc1)C(=O)OCc1nc2scc(-c3ccccc3)c2c(=O)[nH]1	2%	?	-1%
COc1ccc(/C=C(\NC(=O)c2ccccc2)C(=O)NCc2cccnc2)cc1	4%	-2%	-6%
O=C(CN1CCc2ccccc21)NCc1ccccc1Cl	5%	-8%	-1%

For reference, some entries already given.
smiles	TDP1 block	TDP1 cell noCPT	GCN5L2 inh
CCN(CC)S(=O)(=O)c1ccc(Cl)c(NC(=O)CCCCl)c1	6%	-11%	-11%
COc1ccc(OC)c(-c2c(C#N)c(N)nc3c2c(=O)nc2sccn23)c1	0%	-29%	-12%
O=C(CN1CCN(S(=O)(=O)c2ccc3ccccc3c2)CC1)Nc1ccc(N2CCOCC2)cc1	5%	-9%	-8%
OCc1cn(-c2ccccc2)nc1-c1ccc(Br)cc1	/	-1%	-7%
Cc1ccc(S(=O)(=O)NCc2ccc(C(=O)NC3CC3)cc2)cc1	5%	2%	0%
FC(F)(F)c1ccccc1/C=N/Nc1ccccn1	5%	?	-5%

Later entries:
smiles	TDP1 block	TDP1 cell noCPT	GCN5L2 inh
COc1ccc(CNC(=O)c2cc(-c3ccc(C)cc3)nc3n[nH]c(-c4ccc(Br)cc4)c23)cc1	-1%	-1%	-8%
COC(=O)c1cc(=O)nc2sc3cc(OC)ccc3n12	2%	9%	-6%
COCC(=O)Nc1nnc(-c2ccc(C(C)(C)C)cc2)s1	4%	-17%	-4%
Cn1c(-c2ccc3nc(N)sc3c2)nc2cc(N)ccc21	?	23µM*	-2%[0.501 µM]

Not all compounds are listed, so the mix of outcomes need not match the whole.
